Screening results (PubChem BioAssay)
procasp3 activ: procaspase-3 (human) activation | P42574 | activation, % at 8.5 µM | 330,000 tested, 0.11% active | recombinant procaspase-3 D3A, Ac-DEVD-pNA absorbance 405 nm;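 active means activation above the mean of all tested compounds plus 3 SD, cut at about 21% in these data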;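 further: 0% = DMSO alone and 100% = DMSO wells spiked with extra 5 µM PC-3 D3A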
Target sequence (P42574 whole entry D9A/D28A/D175A): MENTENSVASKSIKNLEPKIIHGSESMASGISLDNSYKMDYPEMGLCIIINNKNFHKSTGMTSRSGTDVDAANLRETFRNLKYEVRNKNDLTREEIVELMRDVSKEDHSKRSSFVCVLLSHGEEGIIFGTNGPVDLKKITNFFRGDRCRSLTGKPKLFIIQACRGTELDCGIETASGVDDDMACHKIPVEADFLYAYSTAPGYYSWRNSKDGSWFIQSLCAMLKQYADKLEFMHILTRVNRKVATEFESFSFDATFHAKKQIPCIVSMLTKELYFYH
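Test system: Procaspase-3 D3A mutant; medium: Zinc-free HEPES/NaCl buffer with 0.01% Triton X-100 at pH 7.4; reagent: DEVD-pNA substrate; doses: one concentration, 8.5 µM nominal, 0.8% DMSO; times: 1 h preincubation plus 2 h reaction at 25 °C; signal: Epi-absorbance at 405 nm of released p-nitroaniline, 0 and 120 min; replicates: singlicate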
LAP4-GFP MLPCN: modulators of TOR pathway LAP4-GFP in S. cerevisiae; S. cerevisiae LAP4-GFP multiplex, flow cytometry GFP, 3 h; median GFP as percent of DMSO wells; GFP response vs DMSO, % at 10 µM; 320,000 tested, 0.34% active; AID 2023;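 active means GFP response vs DMSO above a set limit, about the screen mean plus 3 SD, cut at about 150% in these data; inconclusive means under 70 cell events counted for the yeast strain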
AHR activator: activates the human aryl hydrocarbon receptor; P35869; AHR-responsive luciferase reporter cells, luminescence; activation, % at 5 µM; 320,000 tested, 2.5% active; AID 2796; in the data active means activation above about 47%;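 further: 0% = vehicle wells and 100% = reference agonist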
Target sequence (P35869 whole entry, looked up): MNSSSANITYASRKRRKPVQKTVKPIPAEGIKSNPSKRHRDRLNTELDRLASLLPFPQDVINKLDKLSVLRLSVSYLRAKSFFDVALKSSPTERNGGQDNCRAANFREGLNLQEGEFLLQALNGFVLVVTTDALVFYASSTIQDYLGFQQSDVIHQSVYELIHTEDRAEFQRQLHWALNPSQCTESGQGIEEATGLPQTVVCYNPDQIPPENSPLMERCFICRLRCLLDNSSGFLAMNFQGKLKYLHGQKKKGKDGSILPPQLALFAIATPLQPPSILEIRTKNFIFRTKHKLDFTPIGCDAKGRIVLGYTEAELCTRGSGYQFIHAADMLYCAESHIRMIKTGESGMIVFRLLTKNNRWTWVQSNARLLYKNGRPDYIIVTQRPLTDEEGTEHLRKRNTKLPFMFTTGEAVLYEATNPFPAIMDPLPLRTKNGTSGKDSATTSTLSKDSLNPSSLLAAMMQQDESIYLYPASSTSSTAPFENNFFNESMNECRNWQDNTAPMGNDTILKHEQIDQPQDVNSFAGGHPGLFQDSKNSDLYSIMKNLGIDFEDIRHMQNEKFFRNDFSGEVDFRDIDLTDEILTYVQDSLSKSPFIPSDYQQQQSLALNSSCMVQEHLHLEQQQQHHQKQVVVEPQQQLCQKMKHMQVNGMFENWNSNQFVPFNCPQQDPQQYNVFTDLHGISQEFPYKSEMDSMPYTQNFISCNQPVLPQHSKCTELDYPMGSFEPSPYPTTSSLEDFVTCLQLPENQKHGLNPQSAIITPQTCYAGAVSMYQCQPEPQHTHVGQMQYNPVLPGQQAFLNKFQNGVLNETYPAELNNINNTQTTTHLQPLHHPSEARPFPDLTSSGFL
MEP2 TOR yeast: yeast TOR pathway MEP2-GFP modulation | 330,000 tested, 0.51% active | GFP response vs DMSO, % at 10 µM | S. cerevisiae MEP2-GFP strain, flow cytometry GFP, 3 h; 100% = DMSO control level | AID 2016;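 active means GFP response versus DMSO above a set limit, roughly screen mean plus 3 SD, cut at about 180% in these data; inconclusive means fewer than 70 cells counted for a yeast strain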;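 further: median GFP fluorescence of the barcode-gated MEP2-GFP cells per well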
proCasp7 act: counter-screen for procaspase-3 activators: activators of human procaspase-7 | P55210 | 330,000 tested, 0.093% active | recombinant procaspase-7, Ac-DEVD-pNA absorbance 405 nm; D23A/D198A/D206A triple mutant, cannot self-cleave; scale: DMSO 0, 5 µM enzyme 100 | activation, % at 8.5 µM | AID 463210;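 active means percent activation above the screen-wide mean plus 3 SD, cut at about 25% in these data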
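Assay system: Uncleavable procaspase-7 mutant enzyme | Input: 2 µM procaspase-7 mutant as dispensed | Timing: 1 h compound preincubation, 2 h substrate cleavage, 25 °C | Repeats: One well per compound | Control set: DMSO wells as 0%, DMSO with 5 µM added PC-7 as 100% | Technique: Epi-absorbance of released pNA at 405 nm, two timepoints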
AGP1-GFP MLPCN: yeast TOR pathway AGP1-GFP modulation; S. cerevisiae AGP1-GFP multiplex flow cytometry, 3 h; GFP as percent of DMSO wells; GFP response vs DMSO, % at 10 µM; 320,000 tested, 0.02% active; AID 2066;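 active means GFP response relative to DMSO above a set limit, near screen average plus 3 SD, cut at about 150% in these data; inconclusive means fewer than 70 cells counted for the yeast strain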;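 further: median GFP channel fluorescence of the gated AGP1 strain per well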
RPL19A-GFP yeast: alters RPL19A-GFP fluorescence in TOR pathway yeast screen; 330,000 tested, 0.3% active; S. cerevisiae RPL19A-GFP strain, flow cytometry, 3 h; active compounds read low; AID 2025; percent response vs DMSO, % at 10 µM;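 active means percent response vs DMSO below 50%; inconclusive means fewer than 70 events counted for the yeast strain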;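 further: median channel GFP fluorescence of the barcoded RPL19A-GFP strain; ratio of sample median GFP to plate DMSO average so 100% = DMSO; lower means less RPL19A-GFP as with rapamycin TOR inhibition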
CIT2 TOR yeast: modulators of TOR pathway CIT2-GFP in S. cerevisiae. S. cerevisiae CIT2-GFP strain, flow cytometry, 3 h; 100 means same as DMSO wells. GFP response vs DMSO, % at 10 µM. 320,000 tested, 0.065% active;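 active means GFP response relative to DMSO above a set limit, near the screen mean plus 3 SD, cut at about 150% in these data; inconclusive means Fewer than 70 cells measured for a yeast strain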;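 further: ratio of well median GFP fluorescence to mean of DMSO wells on the plate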
Numbers without * were called inactive; ? = inconclusive; · = no result given; & = joins results of further samples; [ ] = dose if it differs, or a comment.

SMILES	procasp3 activ	LAP4-GFP MLPCN	AHR activator	MEP2 TOR yeast	proCasp7 act	AGP1-GFP MLPCN	RPL19A-GFP yeast	CIT2 TOR yeast
Cc1c(C(=O)Nc2cc(F)ccc2F)sc2nc3n(c(=O)c12)CCCCC3	6	102	-4	93	7	96	98	93
Oc1ccc(NC(=S)Nc2ccccc2)cc1	-26&-16	100&102	2&5	110&102	-31&-16	99&97	106&104	105&98
Cn1c(=O)c2c(SCC(=O)Nc3cccc(F)c3)nc(-c3ccco3)nc2n(C)c1=O	-1	96	-3	94	5	101	98	103
Cc1ccsc1C(=O)OCC(=O)NCC1CCCO1 (stereo not drawn)	1	105	-2	109	5	110	107	116
CCOC(=O)c1cccnc1SC(CC)C(=O)N1CCOCC1 (stereo not drawn)	-1	111	1	108	5	105	103	106
CCC(C)(C)NC(=O)C(c1ccccc1)N(Cc1cccs1)C(=O)Cn1nnc2ccccc21 (stereo not drawn)	7	90	0	102	15	90	94	92
CCc1ccccc1NC(=O)CNCC(=O)Nc1ccccc1CC	-4	93	3	95	-14	100	103	97
CCOC(=O)N1CCN(C(=O)C(=O)NN)CC1	1	107	-2	102	5	103	99	101
COC(=O)c1ccccc1NC(=O)c1cc(-c2ccco2)on1	0	74[may fluoresce violet]	0	214*[may fluoresce violet]	4	?	52[may fluoresce violet]	?
O=C(c1cccnc1)N1CCN(Cc2ccc3c(c2)OCO3)CC1	2	105	-2	104	-1	103	99	96
Clc1ccc(N2CCN(c3ccnc(Cl)n3)CC2)cc1	-13	116	-7	100	2	88	98	75
COc1ccccc1CN(C)S(=O)(=O)c1cccs1	1	118	1	102	5	93	95	102
COC(=O)c1cccc(NS(=O)(=O)c2ccc(OC)c(OC)c2)c1C	7	89	0	97	-8	102	100	·
Cc1nc(NC(=O)COC(=O)c2ccc(CO)cc2)c(Cl)cc1Cl	0	118	2	117	17	112	105	107
Cc1cc(C)nc(N/N=C/c2ccco2)n1	3	94	7	97	-3	98	96	100
O=C(NS(=O)(=O)c1ccccc1Cl)c1ccc[nH]1	0	104	3	111	-8	112	109	106
CCOc1cc(CNc2ccc(O)cc2)ccc1OCc1ccc(Cl)cc1Cl	1	98	5	91	-17	85	91	70
C=CCn1c(/N=C/c2ccc(OC)cc2)nc2ccccc21	7	98	0	94	-2	98	96	99
CCOC(=O)N1CCN(C(=O)c2ccc(NS(=O)(=O)c3ccc(F)cc3)cc2)CC1	6	109	3	111	2	99	95	81
O=C(Cc1ccc(Br)cc1)Nc1cccc(S(=O)(=O)N2CCOCC2)c1	2	108	2	107	-5	107	102	99
COc1ccccc1NNC(=O)c1cccnc1Oc1ccccc1	2	109	8	101	-9	108	96	96
O=S(=O)(c1ccc(F)cc1)n1cnc2ccccc21	-1	88	2	105	7	99	103	103
O=C(NCCN1CCOCC1)c1cc(Cl)ccc1Cl	·	95	·	100	·	94	98	104
S=c1[nH]nc(-c2ccc(Cl)cc2)n1-c1cccnc1	-6	111	-1	103	-7	110	102	103
Cc1cc2c3c(c1C)C1(C(=O)N3C(C)(C)CC2C)C(C#N)=C(N)OC2=C1C(=O)CC(C)(C)C2 (stereo not drawn)	3	104	15	108	4	105	101	107

Next section.
SMILES	procasp3 activ	LAP4-GFP MLPCN	AHR activator	MEP2 TOR yeast	proCasp7 act	AGP1-GFP MLPCN	RPL19A-GFP yeast	CIT2 TOR yeast
O=S(=O)(c1cccc(-c2cn3ccccc3n2)c1)N1CCCCC1	-4	100	9	113	3	109	107	107
C=CCSc1nc2c(c(=O)[nH]c(=O)n2C)n1C/C=C(/C)Cl	-4	102	4	101	-1	·	98	102
CCc1ccc(N2C(=O)C(Cl)=C(Nc3ccc(C(=O)N4CCCC4)cc3)C2=O)cc1	-15	98	-1	90	-14	97	96	87
COc1ccc(CSc2nnc(-c3ccncc3)n2N)cc1	3	103	0	103	14	108	99	109
COc1ccc(S(=O)(=O)NCc2cccnc2)cc1OC	3	95	-1	108	6	100	108	108
NC(=O)CC(NC(=O)Cc1ccc(Br)cc1)c1ccc(NCCN2CCCCC2)c([N+](=O)[O-])c1 (stereo not drawn)	1	93	-1	94	-2	102	95	94
COc1cccc2sc(N)nc12	5	118	-1	104	-4	103	102	87
COc1ccc(C(CNC(=O)c2ccc(S(=O)(=O)N(C)C)cc2)N2CCCCC2)cc1 (stereo not drawn)	9	98	2	100	3	99	97	101
COc1cc2c(cc1OC)CN(CC(=O)Nc1ccc(C#N)cc1)CC2	0	103	-4	102	-6	107	104	103
O=C(O)c1ccc2c(c1)OCCOCCOCCOCCOCCO2	0	101	-1	100	7	96	104	96
Cc1cccc(-c2nc(-c3ccncc3)no2)c1	-8	83	4	99	-4	93	105	109
Cc1ccc(CN(Cc2cccnc2)C(=S)Nc2cccc(Cl)c2C)cc1	2	116	-2	101	-15	106	99	110
CC(=O)c1cccc(NC(=O)CCS(=O)(=O)c2ccc(Br)s2)c1	3	104	5	95	0	103	98	99
Cn1cc2ccc([N+](=O)[O-])cc2n1	-10	117	10	103	6	108	104	99
CCCC1(C(=O)OC)NC(c2ccc(OC)c(OC)c2)C2C(=O)N(c3ccc4c(c3)OCO4)C(=O)C21 (stereo not drawn)	-4	94	-5	97	8	91	96	92
C[C@H](Nc1ccc(C(F)(F)F)cc1[N+](=O)[O-])C(=O)O	-1	102	36	101	-1	102	98	93
COCCN(C(=S)Nc1cccc(OC)c1)C1CCN(C(C)C)CC1	-3	93	5	98	-8	101	98	100
CCn1c(SCC(=O)Nc2nc(-c3ccccc3)cs2)nnc1-c1ccccc1	4	103	3	101	-13	98	96	99
O=C(O)c1ccc(Nc2nc(-c3ccc([N+](=O)[O-])cc3)nc3ccccc23)cc1	·	99	·	108	·	96	108	96
CCCNC(=O)c1ccccc1NC(=O)CSCc1ccc(OC)cc1	9	102	2	95	-3	96	98	88
COc1cccc(CN(C)C(=O)c2ccc(C)c(S(=O)(=O)N3CCCCC3)c2)c1	2	107	2	103	-1	102	103	89
COc1c(Cl)cc(Cl)cc1/C=N/n1cnnc1	3	96	3	91	8	98	101	107
CC(C)(C)c1ccc(Oc2ccc(N)cn2)cc1	-15	117	-10	101	-26	98	102	88
COc1cccc2cc(C(C)N(CCCN3CCOCC3)C(=S)Nc3cccc(C)c3C)oc12 (stereo not drawn)	-3	109	1	94	11	96	95	91
Cc1ccc(Cc2c[nH]c(=S)s2)cc1	-7	103	3	108	-11	100	97	98

Fetched one by one from the list above:
SMILES	procasp3 activ	LAP4-GFP MLPCN	AHR activator	MEP2 TOR yeast	proCasp7 act	AGP1-GFP MLPCN	RPL19A-GFP yeast	CIT2 TOR yeast
COc1cc2c(cc1OC)CN(CC(=O)Nc1ccc(C#N)cc1)CC2	0	103	-4	102	-6	107	104	103
COc1cccc2sc(N)nc12	5	118	-1	104	-4	103	102	87
COc1cccc2cc(C(C)N(CCCN3CCOCC3)C(=S)Nc3cccc(C)c3C)oc12 (stereo not drawn)	-3	109	1	94	11	96	95	91
Cc1cccc(-c2nc(-c3ccncc3)no2)c1	-8	83	4	99	-4	93	105	109

(continued)
SMILES	procasp3 activ	LAP4-GFP MLPCN	AHR activator	MEP2 TOR yeast	proCasp7 act	AGP1-GFP MLPCN	RPL19A-GFP yeast	CIT2 TOR yeast
O=C(c1noc2c1CCCC2)N1CCOCC1	-8	106	4	106	2	104	103	106
COc1ccc2[nH]c(=O)c(CN(Cc3cccnc3)Cc3nnnn3CC3CCCO3)cc2c1 (stereo not drawn)	6	90	3	104	8	93	93	96
Cc1ccc(CNC(=O)C2CCN(C(=O)c3cccc(Cl)c3)CC2)cc1	0	101	-2	101	1	102	100	106
O=C1CCc2cc(S(=O)(=O)NCc3ccccc3)cc3c2N1CC3	5	99	-1	100	10	108	100	101
COc1cc(NC(=O)C2CC(c3ccc(Cl)cc3)=NO2)cc(OC)c1OC (stereo not drawn)	0	99	5	102	7	102	98	101
CCOC(=O)C1CCN(C(=O)CSc2c3c(nc4ccccc24)CCC3)CC1	6	98	21	95	0	92	94	92
Cc1c(NC(=O)c2cccc(NC(=O)Cc3ccccc3F)c2)c(=O)n(-c2ccccc2)n1C	3	99	0	101	12	97	96	95
O=[N+]([O-])c1ccccc1OCCOCCOc1cccc2cccnc12	-5	92	16	103	2	102	106	103
Cc1cccc(/C=N/NC(=O)Cn2nc(C)cc2C)n1	12	99	20	118	11	104	109	110
CC(C(=O)Nc1ccc(S(=O)(=O)N2CCCC2)cc1)N1CCN(c2ccccc2O)CC1 (stereo not drawn)	3	106	2	102	-3	104	96	101
O=c1c2oc3nc4c(cc3c2ncn1CCCc1ccccc1)CCCC4	8	109	11	92	3	104	95	95
C=C(C)CNC(=S)NNC(=O)CCn1c2ccccc2c2ccccc21	-2	94	5	109	12	105	102	101
O=C(/C=C/c1ccc(O)c(O)c1)OC1C(O)CC(OC(=O)/C=C/c2ccc(O)c(O)c2)(C(=O)O)CC1O (stereo not drawn)	7	110	0	106	-2	112	105	113
Cc1cc(Br)c(S(=O)(=O)NCc2cccnc2)cc1C	5	90	12	105	5	106	104	104
N#Cc1c(C#N)c(O)c2ccccc2c1O	-9	98	14	105	2	101	101	106
CC(=O)N1CCC(N(CCCOC(C)C)C(=O)Nc2ccc(Cl)cc2)CC1	10	89	0	89	5	96	97	95
Cc1ccc(C(=O)Nc2nnc(-c3ccncc3)s2)o1	3	102	9	99	-1	99	98	89
O=C(COC(=O)/C=C/c1cccc(Cl)c1)NC(=O)NCc1ccccc1	0	86	0	89	-11	90	96	84
COC(=O)[C@@]1(Cc2ccc(F)cc2)[C@H]2c3cc(C(=O)N4CCCC4)n(Cc4ccc(C(F)(F)F)nc4)c3C[C@H]2CN1C(=O)c1ccccc1	4	106	2	85	-7	82	98	93
CCOc1ccccc1NC(=O)CCS(=O)(=O)c1cccc2nsnc12	5	?	12	?	5	?	101[may fluoresce violet]	?
Cc1cc(C)c(C#N)c(SCS(=O)c2ccc(C(C)(C)C)cc2)n1 (stereo not drawn)	1	98	1	89	-8	92	99	94
O=C(c1ccc2nc(Cc3cccc(Cl)c3)oc2c1)N1CCC[C@H]1CO	1	93	0	104	2	102	102	112
CCCCOc1ccc2ccccc2c1C=O	0	96	-7	103	3	103	105	84
O=C(Nc1ccccc1-c1ccccc1)C(=O)Nc1ccccc1-c1ccccc1	1	97	0	98	-1	100	101	104
C=CCOc1ccc(/C=C2/C(=N)N3N=C(CC(=O)N4CCCC4)SC3=NC2=O)cc1OC	2	93	2	99	1	99	99	101
CCN1CCN(CCNC(=O)Nc2ccc([N+](=O)[O-])cc2)CC1	-2	108	1	111	4	117	113	115
Cc1ccccc1NS(=O)(=O)c1ccc2c(c1)NC(=O)CO2	4	100	-2	98	18	100	98	98
Cc1ccc(NC(=O)Cn2nnc(C(=O)NCc3ccc(Cl)cc3)c2N)cc1F	11	105	0	107	-6	105	105	105
CSCCC(NC(=O)COc1ccccc1)C(=O)OCC(=O)c1ccccc1 (stereo not drawn)	8	87	0	96	2	96	96	93
